Assay outcomes as filed in PubChem.
Apoferritin bind = qHTS Assay for Identification of Novel General Anesthetics; Ferritin light chain (Equus caballus), P02791; apoferritin/1-aminoanthracene competitive binding, fluorescence; Potency, µM (highest dose often 77.5 µM), for inactives: top-dose activity change, negative = displacement, actives largely listed as inhibitors; 0.074% of 350,000 active; AID 485281, 2010; note: potency is the fitted concentration of half-maximal effect; % is set by controls: 0 for no effect and ±100 for the full control effect; nearly all actives have a fitted effect of over 20% in size
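In PBS, apoferritin at 10 uM is loaded with 1-AMA from a 50% saturated solution. After 10 min of compound exposure at ambient temperature, reduced 535 nm fluorescence indicates probe displacement.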
BLM helicase inh = qHTS Assay for Inhibitors of Bloom's syndrome helicase (BLM). 0.2% of 350,000 active. AID 2528, 2010. Potency, µM (doses to about 56.1 µM), for inactives: top-dose activity change, negative = inhibition, most hits filed as inhibitors. RecQ-like DNA helicase BLM (Homo sapiens), P54132. recombinant BLM DNA unwinding, fluorescence dequenching;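 note: potency is the fitted concentration of half-maximal effect; plate controls were vehicle for no effect and no enzyme for full effect; nearly all actives have a fitted effect of over 35% in size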
LDHA inh = qHTS assay for inhibitors of human lactate dehydrogenase. L-lactate dehydrogenase A chain (Homo sapiens), P00338. purified LDHA, NADH/diaphorase-resazurin fluorescence; hits give low values. activity change, % (values are at about 110 or 230 µM). 0.15% of 480,000 active. AID 1347041, 2019; in the data active = activity change below about -30%; inconclusive = mostly about -25% to -30%;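 note: plate controls were DMSO wells for no effect and wells without enzyme for full effect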
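Human LDH5 at 2 nM final in Tris HCl pH 7.4 with 0.06 mM NADH and 0.2 mM pyruvate, reacted 5 minutes at room temperature. Remaining NADH coupled via diaphorase/resazurin; resorufin fluorescence read at 0 and 20 minutes, normalized to enzyme-free and DMSO wells.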
POLI inh = qHTS for Inhibitors of Polymerase Iota; DNA polymerase iota (Homo sapiens), Q9UNA4; Pol iota fluorescent replication assay, 10 min; Potency, µM (series often up to 115 µM), for inactives: at the top dose activity, negative = inhibition, actives largely listed as inhibitors; 1% of 390,000 active; note: potency is the fitted concentration of half-maximal effect
Target sequence (Q9UNA4 whole entry, looked up): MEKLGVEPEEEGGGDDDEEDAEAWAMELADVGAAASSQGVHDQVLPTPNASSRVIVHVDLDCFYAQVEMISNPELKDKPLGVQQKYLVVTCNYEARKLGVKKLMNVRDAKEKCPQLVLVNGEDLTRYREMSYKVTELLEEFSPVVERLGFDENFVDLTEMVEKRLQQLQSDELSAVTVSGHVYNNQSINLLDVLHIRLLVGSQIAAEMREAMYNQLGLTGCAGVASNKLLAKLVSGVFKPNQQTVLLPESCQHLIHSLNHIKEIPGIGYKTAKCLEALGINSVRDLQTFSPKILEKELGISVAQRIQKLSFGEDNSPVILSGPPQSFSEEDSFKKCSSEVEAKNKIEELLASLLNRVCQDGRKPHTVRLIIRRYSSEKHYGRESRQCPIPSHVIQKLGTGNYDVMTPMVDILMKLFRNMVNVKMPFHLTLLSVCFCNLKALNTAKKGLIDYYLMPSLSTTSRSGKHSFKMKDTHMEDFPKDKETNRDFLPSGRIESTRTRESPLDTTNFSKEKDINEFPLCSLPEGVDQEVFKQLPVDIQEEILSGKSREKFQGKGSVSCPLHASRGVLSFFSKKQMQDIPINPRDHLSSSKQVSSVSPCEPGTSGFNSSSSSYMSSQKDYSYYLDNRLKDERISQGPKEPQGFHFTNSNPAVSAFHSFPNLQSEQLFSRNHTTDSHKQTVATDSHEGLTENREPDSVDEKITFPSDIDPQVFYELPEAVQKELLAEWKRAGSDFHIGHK
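Pol iota at 10 nM preincubated 15 min with compounds at room temperature; reaction started with fluorescent substrate, 50 nM final. Fluorescence read kinetically at 0 and 10 min; buffer-only wells as negative control.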
Pol beta inh = qHTS Assay for Inhibitors of DNA Polymerase Beta | Potency, µM (highest dose often 114 µM), for the others: at the top dose activity change, negative = inhibition, most hits filed as inhibitors | Pol beta primer extension/strand displacement, fluorescence kinetic | 1.3% of 340,000 active | P06746; note: potency is the fitted concentration of half-maximal effect; % is set by controls: 0 for no effect and ±100 for the full control effect
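Enzyme-only controls used 10 nM Pol beta; buffer lacking enzyme served as negative control. Compound preincubated 15 min, then 50 nM substrate added; 0 and 10 min reads at room temperature.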
APE1 inh = qHTS Assay for Inhibitors of the Human Apurinic/apyrimidinic Endonuclease 1 (APE1); Potency, µM (doses to about 65.8 µM), without a hit: at the highest dose activity change, negative = inhibition, usual class: inhibitors; 0.35% of 350,000 active; recombinant APE1, TAMRA/BHQ-2 abasic DNA cleavage fluorescence; DNA repair nuclease/redox regulator APEX1 (Homo sapiens), P27695;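 note: potency is the fitted concentration of half-maximal effect; plate controls were vehicle for no effect and reference inhibitor for full effect; nearly all actives have a fitted effect of over 55% in size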
Target sequence (P27695 whole entry, looked up): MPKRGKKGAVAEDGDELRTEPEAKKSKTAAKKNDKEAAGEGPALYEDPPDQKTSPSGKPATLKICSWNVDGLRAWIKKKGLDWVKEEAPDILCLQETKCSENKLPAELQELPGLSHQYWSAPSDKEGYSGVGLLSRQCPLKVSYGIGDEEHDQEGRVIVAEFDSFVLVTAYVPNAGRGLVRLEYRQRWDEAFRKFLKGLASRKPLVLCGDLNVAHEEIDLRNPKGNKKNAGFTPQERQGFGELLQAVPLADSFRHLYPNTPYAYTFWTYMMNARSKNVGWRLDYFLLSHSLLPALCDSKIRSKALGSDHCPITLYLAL
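Endonuclease cleavage of a quenched abasic-site DNA duplex (50 nM) by APE1 (0.75 nM) was tracked by TAMRA dequenching. Compounds were preincubated with enzyme 15 min at room temperature; data normalized to buffer-only and DMSO wells plus NSC13755 control.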
Pol kappa inh = qHTS for Inhibitors of Polymerase Kappa. 0.53% of 400,000 active. DNA polymerase kappa (Homo sapiens), Q9UBT6. purified Pol kappa, fluorescent DNA synthesis assay, 10 min. Potency, µM (top dose mostly 107 µM), for inactives: top-dose activity, negative = inhibition, most hits filed as inhibitors. AID 588579, 2011; note: potency is the fitted concentration of half-maximal effect; % is set by controls: 0 for no effect and ±100 for the full control effect
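10 nM Pol kappa preincubated 15 min at room temperature with compounds, then reaction started with substrate at 50 nM final. Fluorescence read kinetically at 0 and 10 min; buffer-only wells served as negative control.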
GRP78 ERSR act = qHTS for Inducers of the Endoplasmic Reticulum Stress Response (ERSR) in Human Glioma: qHTS. 0.02% of 420,000 active. Potency, µM, inactives show at the top dose activation, hits mostly activators. U87-MG GRP78 promoter luciferase reporter, 16 h. AID 602332, 2012; note: potency is the fitted concentration of half-maximal effect; series mostly up to about 76 µM; % of control where 0% means no effect; nearly all actives have a fitted effect of over 35% in size
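ERSR induction read as luciferase luminescence (Bright-Glo, 10 min at room temperature) in stably transfected human U87-MG glioma cells exposed to compounds for 16 h, using GRP78 as sensor.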
POLH inh = qHTS for Inhibitors of Polymerase Eta; DNA polymerase eta (Homo sapiens), Q9Y253; recombinant Pol eta, fluorescent DNA replication assay; Potency, µM (top dose mostly 114 µM), for inactives: at the top dose activity change, negative = inhibition, usual class: inhibitors; 1.2% of 390,000 active; AID 588591, 2011; note: potency is the fitted concentration of half-maximal effect; % is set by controls: 0 for no effect and ±100 for the full control effect
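Pol eta (10 nM) was preincubated with compounds for 15 min at room temperature, after which fluorescent replication substrate (50 nM final) was added to start the reaction. Fluorescence was read kinetically at 0 and 10 min.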
* = called active by the depositor; ? = inconclusive; · = not tested or not shown; & = joins results of further samples; [ ] = dose if it differs, or a comment. Unless noted, calls come from the whole dose curve; as a rule, active = well fitted curve in the direction sought with a large enough effect; inconclusive = small, poorly fitted or top-dose-only effect, or another doubt; inactive = no such curve, though single readings can be large; an effect the other way counts as inactive or inconclusive. Not all compounds are listed; the hit share may differ from the screen's.

SMILES | Apoferritin bind | BLM helicase inh | LDHA inh | POLI inh | Pol beta inh | APE1 inh | Pol kappa inh | GRP78 ERSR act | POLH inh
CC(=O)c1ccc(N2CCN(CC(=O)N(C3CC3)C3CCS(=O)(=O)C3)CC2)c(F)c1 (centres undefined) | · | · | 2 | 12% | · | -7% | -12% | -2% | -13%
CCO/C=C/C(O)(CNC(=O)COc1ccccc1F)C(F)(F)F (centres undefined) | -12% | -1% | -3 | 16% | -12% | 3% | 0% | -2% | -16%
Cc1ccc(S(=O)(=O)NCCSC(C)(C)C)cc1 | ? | -3% | 0 | 2% | 2% | 2% | -16% | -2% | 9%
Cc1cc(C)cc(-n2ccnc2SCC(=O)Nc2ccc(C)c(Cl)c2)c1 | 2% | -9% | 1 | -2% | -27% | · | -7%[60.1 µM] | -2% | -6%
O=C(NCCc1ccccc1)c1nn(-c2ccccc2F)nc1CO | -6% | -2% | 8 | 4% | -7% | · | -11% | -4% | -8%
COc1ccc(C2/C(=C(/O)c3ccccc3)C(=O)C(=O)N2CCCN2CCOCC2)cc1 (centres undefined) | -10% | -2% | -6 | -21% | 18% | 15% | -23% | -2% | -21%
O=C(Nc1ccc2[nH]ncc2c1)c1cccc(F)c1 | -5% | -3% | -6 | 125%[activator] | -18% | 9% | -9% | 1% | -12%
COc1cccc(Nc2ncc(C(=O)O)c3ccccc23)c1 | -4% | -1% | -12 | 17% | 15% | 0% | -6% | -1% | -21%
CCOC(=O)C(Cc1ccccc1)NC(C)=O (centres undefined) | 2% | -1% | -9 | ? | 20% | 0% | -19% | -3% | 10%
CN1CCN(CCCC(=O)c2ccc(F)cc2)CC1 | -9% | -4% | 0 | 18% | -9% | -10% | -1% | -2% | -4%
O=C(CSCc1ccco1)c1cccs1 | ? | -2% | -8 | ? | -5% | 1% | ? | 10% | ?
Cc1nc(NN)c2c3c(sc2n1)COC(C)(C)C3 | -11% | -1% | -5 | 138%[activator] | 3% | 3% | 1% | -2% | -8%
O=C(CNC(=O)OCc1ccccc1)NCC(=O)Oc1ccc([N+](=O)[O-])cc1 | · | · | -3 | 8% | · | · | -2% | -5% | -6%
COCC(C)NC(=O)C1c2ccccc2Oc2ccccc21 (centres undefined) | -5% | -5% | -3 | 10% | 73% | 4% | -3% | -4% | -7%
O=[N+]([O-])c1ccccc1S(=O)(=O)Nc1nc2ccccc2s1 | -14% | 1% | -3 | 6% | -26% | -8% | -20% | 3% | 6%
COc1ccc(CC(=O)N2CC(=O)Nc3ccc(F)cc3C2c2ccccc2)cc1 (centres undefined) | -6% | 0% | -6 | 4% | ? | · | -19% | -4% | -11%
O=C(O)c1ccc(N/N=C/c2ccc(OC(=O)c3ccccc3Cl)cc2)cc1 | -2% | -17% | -16 | 88%[activator] | ? | -1% | -9% | -13% | ?
O=C(c1ccc(SCc2cccc(Br)c2)c([N+](=O)[O-])c1)N1CCN(c2ccccn2)CC1 | -8% | -12% | -10 | 23% | 0% | 4% | -14% | 1% | -15%
CCOc1ccc(Cn2c(CNS(=O)(=O)c3c(C)cc(C)cc3C)nc3cccnc32)cc1 | 0% | -6% | 2 | 21% | -12% | · | -9%[60.1 µM] | 0% | -9%
Cc1ccc(Cl)cc1-n1c(=O)c2sc3ccccc3c2n(Cc2ccccc2)c1=O | -5% | -2% | -2 | 76%[activator] | 2% | · | 0% | -1% | -21%
Cc1ccccc1S(=O)(=O)c1c(C)cc(-c2ccccc2)[nH]c1=O | 4% | -1% | -1 | 24% | 36%[activator] | -2% | 0% | -3% | -6%
CCC/C=N/Nc1nnc(Cc2ccccc2)c(=O)[nH]1 | -23% | -3% | -1 | 97%[activator] | 14% | 25% | -2% | -3% | -9%
O=C(CN1CCN(C2CCCCC2)CC1)Nc1ccc(Br)cc1 | -8% | -15% | -3 | 42%[activator] | 5% | 2% | -14% | -3% | 5%
CC(=O)Nc1ccc(S(=O)(=O)Nc2ccc(-c3cn4c(C)csc4n3)cc2)cc1 | -15% | -1% | 0 | 10% | 3% | · | -9%[60.1 µM] | -9% | -6%
COc1ccccc1C(CNC(=O)CSc1ccc2ccccc2c1)N(C)C (centres undefined) | -14% | -5% | -3 | 37%[activator] | -7% | 17% | -1% | -3% | -22%
Going on with the list.
SMILES | Apoferritin bind | BLM helicase inh | LDHA inh | POLI inh | Pol beta inh | APE1 inh | Pol kappa inh | GRP78 ERSR act | POLH inh
CCc1ccccc1N(CC)C(=O)c1cc2c(s1)-c1ccccc1SC2 | -4% | -10% | 7&-2 | 29% | 3% | · | -10% | · | ·
O=C(Nc1cccc(F)c1)C1CC(=O)N(c2ccc(Br)cc2)C1 (centres undefined) | 2% | -8% | -6 | 9% | -6% | -2% | -12% | -5% | -19%
Cn1cc(CN2CCCC(C(=O)c3ccc(-c4ccccc4)cc3)C2)cn1 (centres undefined) | -20% | -6% | 3 | 30% | 0% | 0% | 9% | -1% | -10%
CCC(=O)n1nc(-c2ccco2)nc1N | -16% | 3% | 0 | 5% | 11% | -1% | -3% | -2% | -10%
O=C(CNC(=O)C1CCCCC1)OCC(=O)c1ccc(Cl)s1 | ? | 0% | -5 | 56%[activator] | -25% | 2% | -1% | 5% | -16%
CCCCN(C)CCNC(=O)Cn1ncc2c(=O)oc3ccc(C)cc3c21 | -3% | -3% | -3 | -72% | 25% | -2% | -1% | -5% | -2%
CC(C)(C)CC(=O)Nc1cc2c3c(c1)CCN3C(=O)CC2 | -13% | -14% | -16 | 35% | 30% | -2% | -15% | -3% | -18%
Cc1ccccc1NC(=O)C(=O)NCCCN1CCCC1=O | · | · | -10 | 14% | · | 8% | 1% | 1% | -2%
COC(=O)c1cc2ccsc2n1CC(=O)Nc1cc(Cl)ccc1OC | 0% | -6% | -8 | ? | -26% | -4% | -2% | -2% | -10%
C1CCN2CC3CC(CN4CCCC[C@@H]34)[C@H]2C1 | · | · | 3 | 24% | · | · | 18% | -1% | -11%
Clc1cccc(-c2nnc(-c3ccno3)o2)c1 | -9% | -6% | -2 | ? | -1% | -2% | -24% | 5% | -2%
COc1cc(OC)c2c(-c3ccccc3)cc(=O)oc2c1C(CCN1CCOCC1)c1ccc(N(C)C)cc1 (centres undefined) | -23% | -7% | 2 | 14% | · | -22% | 6% | -4%&-5% | -14%
Cc1ccc(OCC(=O)Nc2cc(NC(=O)COc3ccc(C)cc3)cc(C(=O)O)c2)cc1 | -4% | -4% | -1 | ? | -9% | 11% | 0% | -1% | -1%
CCCOc1ccc(C(=O)NNC(=S)NC(=O)c2ccccc2[N+](=O)[O-])cc1 | -24% | -6% | 3 | 107%[activator] | 0% | 50%[activator] | -13% | -10% | ?
CCCCC[C@@H]1C=C(C(=O)O)[C@H](c2ccc(C#N)cc2)N1S(=O)(=O)c1ccc(C)cc1 | · | · | 0 | 5% | · | 6% | 0% | -2% | -12%
CCC(Oc1ccccc1)C(=O)Nc1nnc(S(=O)(=O)Nc2ccccc2)s1 (centres undefined) | -16%&1% | 0%&-3% | -5&-7 | ? | 30%&0% | 27% | -17%&-8% | -3%&-2% | -13%&-8%
O=S(=O)(NCCSCc1ccc(Cl)cc1Cl)c1ccc2c(c1)OCCO2 | 3% | -9% | -1 | -8% | 0% | -9% | -15% | -2% | -19%
Cc1ccc2[nH]c(=O)c(CN(Cc3cccs3)S(=O)(=O)c3ccc4c(c3)OCCO4)cc2c1 | -2% | -1% | -2 | -6% | -11% | 1% | -4% | -1% | -10%
CC1CC(C)CN(S(=O)(=O)c2ccc3c(c2)CC(C)N3C(=O)C2CC2)C1 (centres undefined) | 4% | -6% | -3 | -29% | 1% | -13% | -1% | -7% | -10%
Cn1c2ccccc2c2c(C(=O)N3CCN(c4ccccc4)CC3)cn(C3CCCC3)c(=O)c21 | -12% | -4% | -6 | -17% | -6% | 6% | -10% | -2% | -11%
Cc1ccc(NC(=O)N2CCCC2C(=O)Nc2ccc(-n3cnnn3)c(C)c2)cc1 (centres undefined) | -3% | -3% | 1 | 3% | 0% | 11% | 2% | -7% | -19%
COC(=O)c1ccc(Sc2ccccc2NS(=O)(=O)c2ccc(C)cc2)nc1 | ? | 4% | 1 | -7% | ? | -2% | -18% | -4% | -8%
CCCCNC(=O)CNC(=O)c1cccs1 | -8% | 0% | -4 | 10% | -1% | -6% | 2% | -2% | -11%
COc1ccc2nc(N3C(=O)CNC3=S)sc2c1 | -3% | 0% | -5 | 22% | 0% | 0% | -12% | -8% | -22%
CC1=CC(C)(C)n2c(O)c(N=NC(N)=S)c3c(C)c(C)cc1c32 | -4% | 6% | -1 | 30% | 4% | -7% | 4% | -1% | -21%
Cc1ccc(NC(=S)N(CCCN2CCOCC2)Cc2ccco2)cc1Cl | 2% | 1% | -6 | 170%[activator] | 7% | 0% | -15% | -4% | -11%
Cc1onc(-c2c(F)cccc2Cl)c1-c1nnc(-c2ccc(C(F)(F)F)cc2)o1 | ? | -4% | -1 | 29% | -21% | 7% | -10% | -4% | ?
